CD11b adhes enh = CD11b/CD18-fibrinogen binding enhancement; AID 1499; activation, % at 10 µM; actives 0.07% (n = 93,000); K562 CD11b/CD18 adhesion to fibrinogen, ATPlite luminescence; P05107+P11215;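 active = 10 µM primary screen giving 50% or more activity, confirmed by 40% or more on retest at that dose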; also: strong numbers were not always called active; reference of the scale not given here
Target sequence (P05107 whole entry, looked up, other chains not shown): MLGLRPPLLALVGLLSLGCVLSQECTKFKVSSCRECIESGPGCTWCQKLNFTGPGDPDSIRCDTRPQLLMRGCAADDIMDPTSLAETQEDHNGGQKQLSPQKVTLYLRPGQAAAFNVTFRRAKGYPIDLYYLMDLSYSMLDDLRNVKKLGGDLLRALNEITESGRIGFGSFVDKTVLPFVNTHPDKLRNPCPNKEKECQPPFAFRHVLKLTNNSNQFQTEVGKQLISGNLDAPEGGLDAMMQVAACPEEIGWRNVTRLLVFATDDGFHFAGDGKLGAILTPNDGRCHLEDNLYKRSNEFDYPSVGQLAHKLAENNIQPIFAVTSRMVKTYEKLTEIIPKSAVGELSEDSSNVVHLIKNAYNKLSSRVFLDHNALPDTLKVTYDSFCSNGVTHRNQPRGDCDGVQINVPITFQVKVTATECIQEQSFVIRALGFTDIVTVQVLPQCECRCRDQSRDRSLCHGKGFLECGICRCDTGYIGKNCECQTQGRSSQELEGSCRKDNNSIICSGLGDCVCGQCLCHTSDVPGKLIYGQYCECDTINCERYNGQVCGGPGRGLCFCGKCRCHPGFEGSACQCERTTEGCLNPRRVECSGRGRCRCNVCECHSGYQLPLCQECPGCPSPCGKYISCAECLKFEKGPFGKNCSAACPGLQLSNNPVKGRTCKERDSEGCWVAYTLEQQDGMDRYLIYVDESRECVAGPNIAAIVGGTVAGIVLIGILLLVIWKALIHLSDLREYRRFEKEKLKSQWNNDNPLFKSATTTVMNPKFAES
CD11b adhes inh = blocks human CD11b/CD18 adhesion to fibrinogen | K562 CD11b/CD18 adhesion to fibrinogen, ATPlite luminescence; Mn2+ added to activate the integrin | inhibition, % at 10 µM | actives 0.54% (n = 93,000);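 active = primary inhibition of 50% or more at 10 µM, then 40% or more on retest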; also: some results filed as inactive read as strong as hits
* hit, by the source's call.

Sequence of screens: CD11b adhes enh	CD11b adhes inh
- COc1ccc2c(c1OC)C(=O)N1c3ccccc3N=C(c3ccc([N+](=O)[O-])cc3)CC21 (centres undefined)
  -4	46
- Cc1ccc(OCC(=O)N2N=C(c3cccnc3)CC2(O)C(F)(F)F)cc1C (centres undefined)
  -4	7
- O=[N+]([O-])c1ccc(Nc2nc(N/N=C/c3cccc(F)c3)nc(N3CCCC3)n2)cc1
  99	-7
- O=[N+]([O-])c1cccc(-c2nnc3ccc4ccccc4n23)c1
  -4	-4
- CCCc1ccc(-c2cc(C(=O)NC3=NCCS3)c3ccccc3n2)cc1
  -7	73
- COc1cc(/C=N/Nc2ncc(C(F)(F)F)cc2Cl)cc(OC)c1OC
  3	-14
- COc1ccc(CCN2C(=O)CS/C2=N\NC(=O)c2ccc(C(C)(C)C)cc2)cc1OC
  -3	4
- CCCCc1ccc(NC(=S)NN2CCOCC2)cc1
  3	6
- Cc1cccc(NC(=O)/C(=C\c2ccc([N+](=O)[O-])o2)NC(=O)c2ccc(Cl)cc2)c1
  33	-15
- Cn1cc(/C=C(\C#N)C(=O)Nc2ncc(Cc3cccc(Cl)c3)s2)c2ccccc21
  54	-7
- COc1ccc(/C=N/NC(=O)COc2cccc3ccccc23)c(C(=O)O)c1OC
  -3	-2
- Cc1ccc(Cn2cc(S(=O)(=O)c3ccc(C(C)C)cc3)c(=O)c3cc4c(cc32)OCO4)cc1
  36	-11
- Cc1ccc(NC(=O)NNC(=O)c2cccs2)cc1
  1	-6
- C/C(=N\NC(=O)CN1CCN(S(=O)(=O)c2ccc(C)cc2)CC1)c1cccnc1
  4	-9
- Cc1ccc(-c2csc(NC(=O)/C=C/c3cccs3)n2)cc1C
  -2	53
- Cc1cccn2c(=O)c(/C=C(\C#N)C(=O)NCc3ccco3)c(N3CCCCC3)nc12
  4	8
- CC(C(=O)Nc1sc2c(c1C(=O)NCC1CCCO1)CCC2)N1C(=O)c2ccccc2C1=O (centres undefined)
  6	-2
- CCNC(=S)SCCOc1ccccc1C
  2	-4
- CCCn1c(NC(=S)Nc2ccccc2)nc2ccccc21
  1	-10
- CCOC(=O)c1sc(NC(=S)NC(=O)C23CC4CC(CC(C4)C2)C3)cc1C
  0	-7
- O=C(CSc1nc(-c2ccccc2Cl)ns1)c1ccc(Cl)cc1
  6	6
- O=C(COC(=O)C1(c2ccc(F)cc2)CCCC1)NCc1ccc2c(c1)OCO2
  -3	50
- CC(C)(C)c1cc(NC(=O)CSc2nnc(NCc3ccccc3)s2)n(-c2ccccc2)n1
  -5	51
- O=C(Nc1cccc([N+](=O)[O-])c1)c1ccncc1
  4	-5
- C/C(=N\NC(=O)c1ccc(CN(C)S(=O)(=O)c2ccc(C)cc2)cc1)c1ccc(OC(F)F)cc1
  1	-16
- CCc1sc(C(=O)Nc2ccc(NC(C)=O)cc2)cc1C
  -4	0
- COc1ccc(N(CCCN2C(=O)c3cccc4cccc(c34)C2=O)C(=O)c2cccc(OC)c2)cc1
  16	14
- COc1ccc(OC)c(-c2csc(NC(=O)c3ccc(OCC4CCCO4)cc3)n2)c1 (centres undefined)
  0	83
- CCOC(=O)N(NC(=O)C(O)(c1ccccc1)c1ccccc1)c1ccccc1
  0	5
- CCCCC(=O)Nc1ccc(C(=O)NNC(=O)c2cccs2)cc1
  0	1

(more compounds)
Sequence of screens: CD11b adhes enh	CD11b adhes inh
- COc1cc(OC)cc(C(=O)NC(=S)NNC(=O)c2cnccn2)c1
  2	-8
- Cc1ccc(-c2n[nH]c(=O)c3ccccc23)cc1S(=O)(=O)Nc1ccccc1
  -2	24
- O=C(/C=C/c1ccco1)NC(=S)Nc1ccc(O)c(-c2nc3ccccc3s2)c1
  66	-1
- CCN(CC)S(=O)(=O)c1ccc(N2CCOCC2)c(NC(=O)CCC2CCCCC2)c1
  1	12
- CN(Cc1ccccc1)C(=O)COC(=O)c1ccc(Cl)c(N)c1
  5	12
- Cc1ccc(-c2csc3ncnc(N4CCc5ccccc5C4)c23)cc1
  0	4
- Cc1cc(C)nc(SCC(=O)N/N=C/c2cccc([N+](=O)[O-])c2)n1
  38	7
- O=[N+]([O-])c1cc(C(F)(F)F)c(Cl)cc1N1CCN(CCO)CC1
  -2	-12
- COc1cccc(/C=C/C(=C2/C(=O)N(c3ccccc3)N=C2C)c2ccc(Br)cc2)c1OC
  4	-1
- COc1cc(/C=C2\SC(N)=NC2=O)ccc1OCC(=O)Nc1ccc(C)cc1
  65	13
- O=C1CN(C(=O)COC(=O)c2cccc(OCc3ccccc3)c2)c2ccccc2N1
  8	-6
- O=C(N/C(=C/c1cccc(Br)c1)c1nc(=S)[nH][nH]1)c1ccccc1
  0	19
- CCOC(=O)c1sc(-c2ccc(F)cc2)cc1NC(=O)Nc1ccccc1OC
  0	-3
- CCCN(CC(=O)Nc1ccccc1C)C(=O)/C=C/c1cccs1
  1	17
- Cc1ccc2c(CC(=O)NC3CCCc4ccccc43)coc2c1 (centres undefined)
  4	4
- COc1ccc(NC(=O)C(Sc2nnc(-c3ccncc3)n2-c2ccccc2C)c2ccccc2)cc1Cl (centres undefined)
  65	-10
- C=CCN(CC=C)S(=O)(=O)c1ccc(C(=O)Nc2sc3c(c2C(N)=O)CCCCC3)cc1
  78	1
- Nc1nnn(CC(=O)N/N=C/c2cccc3ccccc23)n1
  -4	-6
- CCCCc1nc2sc3c(=O)n(N)cnc3c2c2c1CCCC2
  25	-4
- NC(=O)Cn1c(=O)n(C2CCCCC2)c(=O)c2c3c(sc21)CCCCC3
  30	8
- COc1cc(OC)cc(C(=O)NCC(=O)OCC(=O)c2ccc3c(c2)-c2ccccc2C3)c1
  64	-5
- Cc1ccc(-c2nc3ccccc3[nH]2)cc1NC(=O)c1sc2cc(Cl)ccc2c1Cl
  -4	-30
- CCn1c(C)nc2cc(C(=O)NNC(=S)Nc3ccccc3Cl)ccc21
  2	15
- O=C(CCn1c2c(c3ccccc31)CCCC2)NNC(=O)c1ccccc1Cl
  0	-1
- CCOC(=O)c1ccc(N/C(=N\S(=O)(=O)c2ccc(F)cc2F)c2ccccc2)cc1
  -4	9
- Cc1ccc(NC(=S)N/N=C2\CC(C)(C)Oc3ccc(O)cc32)cc1
  9	-10
- N#CC1(C#N)CC(C=O)=C(N)C1(C#N)CC(=O)C12CC3CC(CC(C3)C1)C2 (centres undefined)
  0	7
- O=C(/C=C/c1ccccc1)Nn1cnc2ccccc2c1=O
  3	3
- C=CCOC(=O)C1=C(C)OC(N)=C(C#N)C1c1ccc(OC)c(CSc2ccccn2)c1 (centres undefined)
  0	-4
- O=[N+]([O-])c1ccc(CSc2nnc(SCc3ccc(Cl)cc3)s2)cc1
  0	13

Exported field by field: entries from further up
Cc1ccc2c(CC(=O)NC3CCCc4ccccc43)coc2c1 (centres undefined)
  CD11b adhes enh = 4; CD11b adhes inh = 4

COc1ccc(NC(=O)C(Sc2nnc(-c3ccncc3)n2-c2ccccc2C)c2ccccc2)cc1Cl (centres undefined)
  CD11b adhes enh = 65; CD11b adhes inh = -10

C=CCN(CC=C)S(=O)(=O)c1ccc(C(=O)Nc2sc3c(c2C(N)=O)CCCCC3)cc1
  CD11b adhes enh = 78; CD11b adhes inh = 1

Remaining list, next part.
Molecule | CD11b adhes enh | CD11b adhes inh
O=C(Nc1ccccc1)/C(=C/c1cccc(Br)c1)NC(=O)c1ccco1 | -2 | 20
Cc1cccc(C)c1NC(=O)COC(=O)CCc1ccc(S(=O)(=O)N2CCCCC2)cc1 | -2 | 4
O=C(Nc1cccnc1)/C(N=Nc1cccnc1)=C(\O)c1ccccc1 | 11 | 3
COc1ccc(-c2c(C#N)c(SCC(=O)c3cc4ccccc4oc3=O)nc(C)c2C(=O)Nc2ccccc2)cc1 | 40 | -7
COc1ccc2c(c1)[nH]c1c(Cl)ncnc12 | 1 | 35
N#CC1=C(N)Nc2nc3ccccc3n2C1c1ccc(F)cc1 (centres undefined) | -1 | 1
COc1cc(/C=N/NC(=O)[C@H](Cc2c[nH]c3ccccc23)NC(=O)OCC(C)C)cc([N+](=O)[O-])c1O | 7 | -1
CCOC(=O)c1c(C)nc(SC)c(C#N)c1-c1ccccc1 | 0 | 12

Further records.
Molecule | CD11b adhes enh | CD11b adhes inh
Cc1ccccc1OCCCSc1nc2ccccc2[nH]1 | -11 | 104
COc1ccccc1NC(=S)Nc1cccc2cnccc12 | 4 | 38
O=C(CCN1c2ccccc2Sc2ccccc21)Oc1ccccc1 | -5 | 7
O=C(CNC(=O)COc1ccccc1)NCc1ccccc1F | 4 | -1
COc1cc(/C=N/Nc2nc3c(c(=O)n(C)c(=O)n3C)n2Cc2ccccc2)ccc1OC(=O)c1ccco1 | -3 | 43
CC(C)NC(=O)COC(=O)CNC(=O)c1cc(Cl)cc([N+](=O)[O-])c1 | 3 | 5
CCCCNC(=S)NC1CCCC1 | -1 | 4
CCOC(=O)c1c(NC(=S)Nc2ccc(OC)cc2)sc2c1CCC2 | 4 | -1

The list goes on.
Molecule | CD11b adhes enh | CD11b adhes inh
CCN(CC)c1ccc(-n2c(O)c(C=C3N=c4ccccc4=N3)sc2=S)cc1 | 100 | 2
COC(=O)c1sc2ccccc2c1NC(=O)c1coc2ccccc2c1=O | 18 | 10
Cc1ccc(S(=O)(=O)N2CCOCC2)cc1NC(=O)CSc1nccn1C | 1 | -8
O=C(COC(=O)C1CCCN1C(=O)C12CC3CC(CC(C3)C1)C2)c1ccc(Br)cc1 (centres undefined) | 0 | -8
COc1ccc(C(NC(=O)/C=C/c2ccco2)c2ccc(OC)cc2)cc1 | 3 | 4
CCC(C)[C@H](NC(=O)OC(C)(C)C)C(=O)N/N=C/c1ccc2cc(OC)ccc2n1 (some centres undefined) | 7 | 3
N#CC(C#N)=Cc1ccc(OC(=O)c2ccccn2)cc1 | 4 | 1
COc1ccc(C(=O)Nc2ccc(C)cc2C(=O)c2ccccc2)c(OC)c1 | 9 | 17

Following part:
Molecule | CD11b adhes enh | CD11b adhes inh
CSCC[C@H](NC(=O)COc1ccc(Cl)cc1Cl)c1nc2ccccc2[nH]1 | 8 | 4
COc1ccc(Cl)cc1NC(=O)CNc1ccc(F)cc1C | 1 | -7
CN1/C(=C\C(=S)NC(=O)c2cccc(Br)c2)C(C)(C)c2ccccc21 | 2 | 8
CCOC(=O)N/N=C/c1c(C)nn(-c2ccccc2Cl)c1Cl | -2 | 6
O=C(COC(=O)Cn1nnc2ccccc21)Nc1ccccc1Br | 2 | -2
COc1ccc(NS(=O)(=O)c2ccc(NC(=S)NC(=O)/C=C/c3ccc(C)cc3)cc2)nn1 | 4 | -15
N#C/C(=C\c1cccc(NC(=O)c2ccccc2Cl)c1)C(=O)NCCc1ccccc1 | 5 | 36
Cc1ccc(NC(=O)CN(C)C(=O)CCC(=O)c2cccs2)cc1 | 0 | -1

Continuation.
Molecule | CD11b adhes enh | CD11b adhes inh
CCc1ccc(-c2nc(CCl)cs2)cc1 | -2 | 16
CS(=O)(=O)c1ccc2nc(NC(=O)c3cccc(NS(=O)(=O)c4ccc(F)c(F)c4)c3)sc2c1 | -2 | 80
CCOC(=O)c1ccc(NC(=S)N2CCN(Cc3ccccc3)CC2)cc1 | -2 | 15
COc1ccc(N2C(=O)C3ON(C4SC(=S)N(C)C4(C)C)C(c4ccc(Cl)cc4)C3C2=O)cc1 (centres undefined) | 48 | 8
O=C(CN1C(=O)NC2(CCCCCCC2)C1=O)NC1CCCc2ccccc21 (centres undefined) | 0 | -10
CCOc1ccc(-c2nn(-c3ccccc3)cc2/C=C2\SC(=S)N(Cc3ccco3)C2=O)cc1 | 86 | -16
Cc1cc(C(=O)N/N=C/c2ccc[nH]2)n[nH]1 | 2 | 2
Cc1cccc(NC(=O)Cn2c(/C=C/c3ccccc3)nc3ccccc32)c1 | -1 | -7

The last 4 entries of the section above open the next one:
Molecule | CD11b adhes enh | CD11b adhes inh
O=C(CN1C(=O)NC2(CCCCCCC2)C1=O)NC1CCCc2ccccc21 (centres undefined) | 0 | -10
CCOc1ccc(-c2nn(-c3ccccc3)cc2/C=C2\SC(=S)N(Cc3ccco3)C2=O)cc1 | 86 | -16
Cc1cc(C(=O)N/N=C/c2ccc[nH]2)n[nH]1 | 2 | 2
Cc1cccc(NC(=O)Cn2c(/C=C/c3ccccc3)nc3ccccc32)c1 | -1 | -7
CCc1nc(-c2ccc(OC)c(OC)c2)cc2cc(OC)c(OC)cc12 | 0 | -9
Cc1cc(C)n(-c2ccc(C(=O)OCc3ccccc3)cc2)n1 | 0 | 8
CCCCc1nc2ccccc2c(N)c1CCC (tested in a mixture with another compound) | -4 | 18
Cc1ccc(SCC(=O)NC(=O)Nc2ccc3c(c2)OCCO3)c(C)c1 | -3 | -11
COc1ccc(N2CCN(CC(=O)NC(=O)NCc3ccco3)CC2)cc1 | 6 | -6
CCN(CC)C(=O)NC1CC(=O)N(c2ccc(OC)cc2)C1 (centres undefined) | 8 | -17
Cc1c(C(=O)C(=O)N2CCCc3ccccc32)c2ccccc2n1C | -2 | -4
Cc1ccc(Cl)c(OCC(=O)Nc2sc(C)c(C)c2C#N)c1 | 4 | 2

(listing goes on)
Molecule | CD11b adhes enh | CD11b adhes inh
CCCCCC1CC(CC(=O)Nc2ccc([N+](=O)[O-])cc2)C(=O)O1 (centres undefined) | 3 | 32
C=C(C)CNC(=S)N/N=C/C1=CCC2CC1C2(C)C (centres undefined) | -2 | 10
Cc1ccccc1Oc1nc2ccccn2c(=O)c1/C=C(\C#N)C(=O)Nc1c(C)n(C)n(-c2ccccc2)c1=O | -1 | -26
COC(=O)c1sccc1NC(=O)/C=C/c1ccc(Cl)cc1 | -3 | 4
Cc1ccc(S(=O)(=O)N2CCN(CC(=O)N/N=C/c3ccc(C)o3)CC2)cc1 | 4 | -6
O=C(Oc1coc(CSc2nnc(NC(=O)c3cccs3)s2)cc1=O)c1ccccc1 | -4 | -6
Cc1ccc(N=Cc2cc3c(cc2O)OC(N)=C(C#N)C3c2ccccc2)cc1 (centres undefined) | 59 | -1
CC1=NN(c2ccc(Cl)cc2)C(=O)C1C(c1ccccc1O)c1c(C)[nH]n(-c2ccc(Cl)cc2)c1=O (centres undefined) | -6 | -19
N#Cc1cc(-c2ccccc2)nc(Oc2ccccc2)n1 | 12 | 33
O=C1[C@@H]2[C@@H]3C[C@@H]([C@H]4ON=C(c5ccc(Cl)cc5)[C@@H]34)[C@@H]2C(=O)N1C1CCCCC1 | -5 | 49

This is a subset; count on the stated rates, not on these rows.
